mcGAS lum: inhibitors of mouse cGAS | recombinant cGAS, Kinase-Glo ATP depletion luminescence | inhibition, % at 12.5 µM | 160,000 tested, 0.15% active;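 note: 0% = negative control wells and 100% = reference inhibitor with no enzyme activity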
NPYLR7 agonist: activates Aedes aegypti NPYLR7 receptor; HEK293T NPYLR7/Galpha15, GCaMP6s calcium fluorescence; activation, % at 10 µM; 270,000 tested, 0.15% active; AID 1259423; in the data active = activation above about 40%;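 note: 0% = vehicle and 100% = reference agonist at the receptor; some compounds past the cut are filed as inactive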
hcGAS inh: blocks human cGAS activity; Q8N884; recombinant h-cGAS, ATP depletion, Kinase-Glo luminescence; inhibition, % at 12.5 µM; 290,000 tested, 0.081% active;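 note: 0% = vehicle reaction and 100% = reaction without DNA for no activity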
Target sequence (Q8N884 whole entry, looked up): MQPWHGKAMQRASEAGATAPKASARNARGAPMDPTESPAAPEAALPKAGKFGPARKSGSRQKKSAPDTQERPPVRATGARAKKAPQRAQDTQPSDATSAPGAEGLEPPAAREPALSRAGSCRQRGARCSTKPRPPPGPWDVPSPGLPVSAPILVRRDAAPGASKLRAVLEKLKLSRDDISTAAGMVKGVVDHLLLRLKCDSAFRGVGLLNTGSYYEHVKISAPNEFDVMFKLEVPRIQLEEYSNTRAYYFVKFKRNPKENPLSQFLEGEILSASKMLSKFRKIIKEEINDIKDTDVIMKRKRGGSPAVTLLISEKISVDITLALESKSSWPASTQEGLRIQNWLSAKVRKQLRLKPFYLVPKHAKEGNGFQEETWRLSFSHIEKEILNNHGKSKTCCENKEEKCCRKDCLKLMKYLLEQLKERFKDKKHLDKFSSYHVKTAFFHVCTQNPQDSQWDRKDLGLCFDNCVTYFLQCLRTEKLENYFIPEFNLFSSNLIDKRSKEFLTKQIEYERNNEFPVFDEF
* = called active by the depositor; . = no result given; & = joins results of further samples. Cut-off read from the data, not from the text of the source, unless noted: active = inhibition above about 40%; inactive = the rest.

SMILES | mcGAS lum | NPYLR7 agonist | hcGAS inh
CCOC(=O)C1CCN(C(=O)CC(c2cccc(F)c2)c2cn(Cc3ccccc3)c3ccc([N+](=O)[O-])cc23)CC1 (stereo not given) | -2.4 | -1.6 | -1.9
Nc1[nH]nc2nc3ccccc3nc12 | . | -10.3 | -4.4
CCOc1ccc(C2C(=C(O)c3ccc(OC)cc3)C(=O)C(=O)N2CCN2CCOCC2)cc1 (stereo not given) | -8.6 | -0.5 | -2.6
COc1ccc(NC(=O)Nc2c(C)nc3cc(C)ccn3c2=O)cc1OC | -7.3 | -0.4 | -6.0
Oc1oc(-c2ccccc2)nc1C=Nc1nncs1 | -2.4 | -8.2 | -4.9
CN(C)c1cc(-c2ccccc2)nc(SCc2cccc(C(=O)NCc3ccccn3)c2)n1 | -4.1 | 27.9 | -8.4
CCN1C(=O)c2ccccc2C1Nc1ccc(C(=O)N2CCN(c3ccc([N+](=O)[O-])cc3)CC2)cc1 (stereo not given) | -4.5 | . | -2.3
Cc1nc(NC(=O)COC2CCCCC2)sc1C | . | 1.6 | -16.1
CC(=O)C(C)n1c(=O)c2c(nc3n(-c4cc(Cl)ccc4C)c(C)cn23)n(C)c1=O (stereo not given) | . | -0.1 | -4.7
CN(C)c1ccc(NC(=O)c2cccc(F)c2)cc1CN(CC1CCCO1)C(=O)c1cccs1 (stereo not given) | -9.3 | 4.0 | -2.5
O=C(NC1CCCC[C@H]1N(Cc1ccc(Cl)cc1)C(=O)c1ccccc1)C1CCCN(C(=O)COc2ccccc2)C1 (stereo not given in full) | -3.1 | -1.2 | 3.1
COc1cccc2cc(C(=O)Nc3nnc(-c4cc(C)nn4C)o3)oc12 | -0.9 | 2.7 | -2.9
COCCOC(=O)C1=C(C)NC2=C(C(=O)CCC2)C1c1cc(Cl)c(O)c(OC)c1 (stereo not given) | . | 0.3 | 9.7
Cn1c(-c2ccc(CN3CCCCC3)cc2)nc(=O)c2ccccc21 | . | 3.0 | -4.1
CCc1ncc2c(n1)CN(C(=O)Cc1cn3ccsc3n1)C2 | -11.0 | . | -12.3
Cc1nn(-c2ccc(F)cc2)c(C)c1CC(=O)NC(C)CCC1CCCO1 (stereo not given) | . | 1.8 | -7.7
C=CCC1(CC=C)CCCN1C(=O)c1nc(=O)[nH]c2ccccc12 | . | 7.7 | -4.3
O=C(NCc1ccc(S(=O)(=O)N2CCCCC2)s1)c1ccsc1 | -1.0 | 3.9 | 9.4
COc1cc(OC)c(NC(=O)NCCNc2nc(C)cc(N3CCCCC3)n2)cc1Cl | . | 3.2 | -4.1
COC(=O)c1ccc(C(=O)N2CCN(c3c(Cc4ccccc4)c(C)nc4ncnn34)CC2)cc1 | 1.9 | -1.3 | -1.0
CN(C)CCCN(C(=O)c1ccno1)c1nc2c(F)cc(F)cc2s1 | . | 3.5 | 8.2
Cc1cccc(CO[C@]2(C(=O)NC(C)C)CC(OCc3cccc(OC(F)(F)F)c3)[C@H](O)[C@H](O)C2)c1 (stereo not given in full) | -6.2 | 21.1 | -8.7
CCCCCCc1ccc(C(=O)N2CCSC2c2cccc(C(F)(F)F)c2)cc1 (stereo not given) | -7.0 | . | -11.5
COc1ccc(-n2nnnc2CNC(=O)Cc2cccc3ccccc23)cc1 | -7.4 | 4.9 | -3.8
CN(CC(=O)Nc1ccc(F)cc1)Cn1nc2c(Cl)cc(Cl)cn2c1=S | . | 4.7 | 3.1
CCc1noc(CCCC(=O)N2CCOC(c3n[nH]c(CC)n3)C2)n1 (stereo not given) | . | -5.3 | -0.7
CCN(Cc1noc(C2CC2)n1)C(=O)c1onc2ccccc12 | -14.0 | 19.6 | -3.0
COc1ccc(OC)c(CN(Cc2ccon2)C(C)(C)C)c1 | . | -1.4 | -5.8
COc1cc(C2C(C(C)=O)=C(O)CC(C)(O)C2C(C)=O)ccc1O (stereo not given) | . | 0.8 | -8.0
CCCN1CCC(C)(C(=O)Nc2nc3cc(C)c(C)cc3[nH]2)C1 (stereo not given) | . | 0.5 | -7.1
COc1ccc(NC2(C(=O)N3CCNC(C(=O)O)C3)CCCC2)cc1 (stereo not given) | -0.7 | -5.3 | -1.6
O=c1ccc(-c2cccs2)nn1CCNS(=O)(=O)c1ccc(C(F)(F)F)cc1 | -8.2 | 7.3 | 2.0
COc1ccc(CC(=O)N2CCOC(COCc3c(Cl)cccc3Cl)C2)c(OC)c1OC (stereo not given) | -4.7 | 18.4 | -4.9
CCC(C)(C)N(C)C(=O)CCc1cccs1 | . | 21.7 | -9.8
CC(C)c1nc(CCNC(=O)c2cccs2)cs1 | -21.0 | 0.6 | -3.4
COc1cccc(CC2CN(c3nc(C(N)=O)cs3)CCO2)c1 (stereo not given) | -0.1 | -2.9 | 0.6
COc1cc(CNC(=O)c2cc(-c3ccc4c(c3)OCCO4)nc3c2cnn3C(C)C)ccn1 | . | 5.0 | -7.0
CCOc1ccc2ccccc2c1C(=O)Oc1coc(CSc2nccn2C)cc1=O | -6.1 | -5.6 | -2.9
CC(C)N(Cc1cccc(OS(C)(=O)=O)c1)C(=O)c1cccc(F)c1 | -2.6 | 14.2 | -4.4
CCOCCCN(CC(=O)N1CCc2sccc2C1c1ccccc1)S(=O)(=O)/C=C/c1ccccc1 (stereo not given) | -5.3 | -9.3 | -16.6

Reprinted at random: 6 compounds from above.
SMILES | mcGAS lum | NPYLR7 agonist | hcGAS inh
COc1ccc(OC)c(CN(Cc2ccon2)C(C)(C)C)c1 | . | -1.4 | -5.8
CCN(Cc1noc(C2CC2)n1)C(=O)c1onc2ccccc12 | -14.0 | 19.6 | -3.0
COc1ccc(-n2nnnc2CNC(=O)Cc2cccc3ccccc23)cc1 | -7.4 | 4.9 | -3.8
COc1cccc(CC2CN(c3nc(C(N)=O)cs3)CCO2)c1 (stereo not given) | -0.1 | -2.9 | 0.6
CN(CC(=O)Nc1ccc(F)cc1)Cn1nc2c(Cl)cc(Cl)cn2c1=S | . | 4.7 | 3.1
CCCCCCc1ccc(C(=O)N2CCSC2c2cccc(C(F)(F)F)c2)cc1 (stereo not given) | -7.0 | . | -11.5

Further structures follow.
SMILES | mcGAS lum | NPYLR7 agonist | hcGAS inh
CC1(C(=O)Nc2ccc(Cl)c(Cl)c2)CCN1Cc1ccc(OC(F)(F)F)cc1 (stereo not given) | -5.1 | -0.8 | -0.9
Nc1nc(N)nc(SCC(=O)c2ccc[nH]2)n1 | -4.3 | 0.6 | -0.9
c1ccc(-c2nnsc2-c2nc3ccccc3[nH]2)cc1 | . | 8.4 | -8.1
CNC(C)=CC(=O)C(F)(F)F | . | 0.7 | -2.5
NC(=O)COC(=O)c1ccccc1NC(=O)c1ccc([N+](=O)[O-])o1 | . | 10.9 | -5.1
CCc1ccc(-c2cc3c(SCC(=O)Nc4ccc(OC)cc4OC)nccn3n2)cc1 | -4.3 | -0.6 | -5.9
O=C(CCC1CCN(Cc2ccc(O)cc2)CC1)N1CCN(c2ccccc2)CC1 | . | 8.6 | -6.3
Cc1cc(N2CCN(c3cccc(C(F)(F)F)c3)CC2)nc(SCc2ccc(C(=O)O)o2)n1 | -4.0 | 8.4 | -1.9
O=C(NCCc1ccc(Cl)cc1)c1cc(-c2ccc3c(c2)OCO3)nc2ccccc12 | -3.5 | 3.1 | -1.3
CC(C)NC(=O)N1Cc2[nH]cnc2C[C@H]1C(=O)NCc1ccccc1 | -7.9 | -8.2 | -7.0
COc1nc(-c2ccccc2F)n(-c2cccc(NC(=O)c3ccccc3F)c2)n1 | -7.9 | -1.9 | -8.5
Cc1cc(N2CCC(C)CC2)n2ncc(-c3ccc(Cl)cc3)c2n1 | -7.1 | 2.8 | -4.6
COC(=O)CN(Cc1ccccc1Cl)C(=O)c1ccc[nH]c1=O | . | -0.1 | -5.9
CCC(=O)N1CCSC12C(=O)N(Cc1cccc(C#N)c1)c1ccc(Cl)cc12 (stereo not given) | -3.0 | 5.1 | -2.2
CCc1ccc2ncc(C#N)c(N3CCC4(CC3)OCCO4)c2c1 | -2.4 | -2.0 | -2.4
Cc1cccc(C)c1C(OCCN(C)C)C1CCCCC1 (stereo not given) | . | 5.7 | -0.5
CN1CC2(CCCN(Cc3ccc(F)c(C(F)(F)F)c3)C2)OC1=O (stereo not given) | . | 1.5 | -3.1
O=C(CCc1c[nH]c2ccccc12)Nc1ccc(N2CCCC2=O)c(Cl)c1 | . | 10.2 | -0.6
COc1ccc(C(=O)Nc2c(N)nc(SCC(=O)Nc3cccc(C)c3C)[nH]c2=O)cc1OC | -6.6 | 2.4 | -4.1
COc1cc(F)ccc1-c1ncccc1NC(=O)C(C)C | . | -2.7 | -5.8
CC(=O)Oc1c(-c2ccc(NC(=O)c3ccc4c(c3)OCO4)cc2)c(-c2cccc(C)c2)nn1-c1cc(C)ccc1C | -7.6 | -1.9 | -7.8
CCOC(=O)C1CCCN(C(=O)c2nn(-c3ccc(C(F)(F)F)cc3)c(=O)n(Cc3cccc(OC)c3)c2=O)C1 (stereo not given) | -4.8 | 17.8 | -6.7
Cc1c(N2C(=O)C3C4C=CC(C5CC45)C3C2=O)c(=O)n(-c2ccccc2)n1C (stereo not given) | -5.7 | 6.6 | -8.5
CCOC(=O)C1CCCN(C(=O)CCN(CC2CCCO2)C(=O)c2cc(C)oc2C)C1 (stereo not given) | -2.2 | . | 0.1
CCCN(CC(=O)N(CCc1ccccc1)Cc1ccco1)C(=O)Nc1ccc(OC)cc1 | -4.3 | -5.5 | -1.0
O=C(Nc1ccc(N2CCc3ccccc3C2)c(C(=O)NC2CC2)c1)c1ccccc1Br | -4.0 | . | -7.4
COc1ccc(CNC(=O)N2CC=C(c3ccc(O)cc3)CC2)cc1OC | . | 5.0 | -9.5
CCc1nn(-c2cc(Oc3cc(C)ccc3C)nc(C)n2)c(N)c1C#N | . | 4.4 | 0.0
CC1(Cc2cccc(C(N)=O)c2)C(=O)Nc2cc(-c3ccc(F)cc3F)ccc21 (stereo not given) | 2.2 | 5.9 | 3.6
COc1ccc(C(=O)NCC2CCCC(O)C2)cc1S(=O)(=O)N(C)C (stereo not given) | . | 10.0 | -7.9
COc1cccc(C(=O)N2CCC3(CC2)C(=O)N(CC(=O)NCCc2ccccc2)CN3c2ccccc2)c1 | -4.0 | 21.8 | -3.8
Cc1ccn2c(=O)nc(SCc3ccc(F)cc3)nc2c1 | -7.9 | -0.5 | -11.8
CN(CC1CCCN(CCc2ccccc2F)C1)C(=O)c1n[nH]c2c1CCC2 (stereo not given) | . | 16.8 | -2.2
CCN(CC)C(=O)[C@@H]1C[C@@H](N)CN1C(=O)c1cc2ccccc2n(C)c1=O | -11.9 | -4.2 | -6.1
COc1ccc(N2CCN(c3nc4nonc4nc3N3CCOCC3)C(C)C2)cc1 (stereo not given) | . | 4.4&3.9 | -7.3&1.2
Cc1cc(C)cc(NS(=O)(=O)c2cccc(Br)c2)c1 | -1.5 | -0.7 | -5.9
CCc1nc2ccc(C(=O)NCCN(C)C)cn2c1N(C)Cc1cc2ccccc2s1 | -2.7 | 9.2 | -4.8
CN(C)Cc1ccc(CNC(=O)Nc2ccc(OC3CCCC3)cc2)cc1 | . | 5.6 | -5.3
N#CC(=NNc1ccc(S(=O)(=O)N2CCOCC2)cc1)C(N)=S | . | -2.6 | -2.2
NC(Cn1ccnc1)c1cccc(C(F)(F)F)c1 (stereo not given) | . | 10.4 | -6.5
CCC(C(=O)N(CC(=O)N(Cc1ccccc1)Cc1cccn1Cc1cccc(OC)c1)C(C)CC)c1ccccc1 (stereo not given) | -3.4 | . | -7.9
CC(C)C(=O)N1CCCC(C(=O)N(CC(F)(F)F)c2cccc(Cl)c2)C1 (stereo not given) | . | 2.3 | -7.8
COc1ccc(NC2C=CS(=O)(=O)C2)cc1 (stereo not given) | . | -1.8 | -5.2
CCC/C=C/c1ncccc1NC(=O)C1CC1 | -16.9 | 22.2 | -1.4
COc1ccc(-c2cc(C(=O)N3CCN(C(c4ccccc4)c4ccccc4)CC3)c(C)n2-c2ccccc2Cl)cc1 | -4.8 | -0.2 | -4.9
CCN(Cc1c(F)cccc1Cl)C(=O)CC1C(=O)NCCN1C(C)C (stereo not given) | . | 23.0 | -3.3
Cc1noc(C)c1CN1CCN2C=C(C(=O)NCCc3ccccc3)OC2=NC1=O | . | -5.8 | -4.6
CC(C)N(CCNC(=O)CCc1nc2sc3c(c2c(=O)[nH]1)CCCC3)C(C)C | -5.1 | 1.2 | -7.1
C=CCn1c(SCc2cc(F)cc(F)c2)nnc1-c1ccccc1F | -7.4 | -2.5 | -10.8
N#CC(=C(O)CCN1C(=O)c2ccccc2C1=O)c1nc2ccccc2[nH]1 | . | 0.0 | -5.9
COc1ccc(NC(=O)c2ccc(CSc3nnc(-c4ccncc4)n3-c3ccccc3F)cc2)cc1 | -7.6 | 7.2 | -4.4
CN(CC1Cc2ccccc2O1)c1nccc(N2CCC(O)CC2)n1 (stereo not given) | . | -10.1 | 1.8
Cc1ccc(C=CC(=O)N2CCN(S(=O)(=O)c3ccccc3Cl)CC2)s1 | -5.8 | 3.3 | -4.4

6 compounds already listed, sorted by count of non-hydrogen atoms, lowest first.
SMILES | mcGAS lum | NPYLR7 agonist | hcGAS inh
CCC/C=C/c1ncccc1NC(=O)C1CC1 | -16.9 | 22.2 | -1.4
CN(CC1Cc2ccccc2O1)c1nccc(N2CCC(O)CC2)n1 (stereo not given) | . | -10.1 | 1.8
Cc1ccc(C=CC(=O)N2CCN(S(=O)(=O)c3ccccc3Cl)CC2)s1 | -5.8 | 3.3 | -4.4
N#CC(=C(O)CCN1C(=O)c2ccccc2C1=O)c1nc2ccccc2[nH]1 | . | 0.0 | -5.9
COc1ccc(NC(=O)c2ccc(CSc3nnc(-c4ccncc4)n3-c3ccccc3F)cc2)cc1 | -7.6 | 7.2 | -4.4
COc1ccc(-c2cc(C(=O)N3CCN(C(c4ccccc4)c4ccccc4)CC3)c(C)n2-c2ccccc2Cl)cc1 | -4.8 | -0.2 | -4.9
